Compound activity as filed in PubChem.
PTAP TSG101 blk: blocks PTAP/TSG101 interaction to inhibit HIV-1 budding; Potency, µM (top dose mostly 115 µM), inactives show top-dose activity change, negative = inhibition, usual class: inhibitors; Fluorescence polarization, FITC-PTAP peptide / Tsg101 binding; Q99816; 340,000 tested, under 10 active; active = well fitted inhibition curve with a large enough effect in the main read-out, with a control signal flat, not every such curve was filed as active; inconclusive = small, poorly fitted or top-dose-only effect, or effect the other way, or a change in a side signal; inactive = no such curve, though single readings can be large or run the other way; also: potency is read from the fitted curve at half-maximal effect; % of control where 0% means no effect
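Tsg101 binding domain (10 uM final) was mixed with compound and a FITC-labeled PTAP peptide (50 nM final) in HEPES pH 7.5 buffer with NaCl, Tween 20, EDTA and TCEP; fluorescence polarization was read after 20 min at r.t.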
B2AR arrestin: beta2AR (human) beta-arrestin recruitment activity | P07550 | beta-arrestin recruitment to beta2AR, cell-based reporter | Potency, µM (titrated, usually from 46.1 µM), for inactives: at the highest dose activation, usual class: activators | actives 0.02% (n = 330,000) | AID 492947;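 also: potency is read from the fitted curve at half-maximal effect; 0% = DMSO controls and full agonism = EC100 isoproterenol or metaproterenol; nearly all actives have a fitted effect of over 65% in size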
TCR act: T cell receptor activation; AID 504894; Potency, µM (titrated, usually from 9.22 µM), without a hit: at the highest dose activation of IL-2 secretion, most hits filed as activators; primary human leukocytes, anti-CD3, IL-2 HTRF, 48 h; 330,000 tested, under 10 active; also: % of control where 0% means no effect
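Readout: HTRF IL-2, Eu-cryptate/d2 antibody pair, 320nm excitation, 665nm emission. Stimulus: a-CD3 beads, no co-stimulation. Cells: primary human leukocytes. Exposure: 48 hr with compound.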
p53 reactivator: re-activators of mutant p53 | H1299 p53-A138V BP100-luciferase reporter, luminescence, 24 h | Potency, µM (series often up to 92.2 µM), without a hit: at the top dose activity change, positive = activation, hits mostly activators | actives 0.063% (n = 320,000); also: potency is read from the fitted curve at half-maximal effect; % of control where 0% means no effect; nearly all actives have a fitted effect of over 45% in size
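H1299 (p53-null), stable ts p53-A138V + BP100-Luc; 1000 cells/well, Opti-MEM/10% FBS; cpd 4 pt, 1:5; 24 h, 37 deg C, 5% CO2; detection reagent 10 min RT; luminescence.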
TRPV1 ag: human TRPV1 agonism; AID 540275; actives 0.19% (n = 320,000); activation, % at 8.33 µM; TRPV1-expressing cells, Fluo-8 calcium influx, agonist mode; in the data active = activation above about 80%; inconclusive = between about 30% and that limit; also: 0% is about no effect
Target sequence (Q8NER1 whole entry, looked up): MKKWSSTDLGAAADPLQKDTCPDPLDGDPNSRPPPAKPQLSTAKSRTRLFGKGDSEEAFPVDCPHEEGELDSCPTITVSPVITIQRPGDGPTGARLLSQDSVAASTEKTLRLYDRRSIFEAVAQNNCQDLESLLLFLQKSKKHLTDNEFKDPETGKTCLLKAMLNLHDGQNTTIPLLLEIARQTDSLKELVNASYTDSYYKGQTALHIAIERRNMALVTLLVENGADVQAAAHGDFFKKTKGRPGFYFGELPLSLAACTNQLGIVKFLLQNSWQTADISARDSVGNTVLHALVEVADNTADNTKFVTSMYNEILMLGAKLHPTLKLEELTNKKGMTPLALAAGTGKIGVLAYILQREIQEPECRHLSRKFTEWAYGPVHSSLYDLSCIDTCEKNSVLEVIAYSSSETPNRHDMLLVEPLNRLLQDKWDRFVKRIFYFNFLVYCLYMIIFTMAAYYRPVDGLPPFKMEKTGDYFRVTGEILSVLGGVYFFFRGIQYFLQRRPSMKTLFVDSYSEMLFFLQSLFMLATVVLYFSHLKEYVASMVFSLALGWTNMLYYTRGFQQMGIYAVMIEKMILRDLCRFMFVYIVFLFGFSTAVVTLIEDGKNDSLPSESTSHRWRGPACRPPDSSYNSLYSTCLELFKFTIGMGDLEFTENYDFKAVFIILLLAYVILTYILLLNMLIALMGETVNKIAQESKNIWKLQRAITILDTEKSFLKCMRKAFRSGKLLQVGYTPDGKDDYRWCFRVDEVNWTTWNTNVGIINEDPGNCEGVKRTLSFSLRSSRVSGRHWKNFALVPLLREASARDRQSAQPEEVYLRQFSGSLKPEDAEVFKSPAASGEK
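Cells expressing TRPV1 were dye-loaded with Fluo-8 and read kinetically: 10 s baseline, 3 min after compound (agonist portion), then 2 min after EC20 capsaicin (allosteric enhancer portion). Calcium-bound dye fluorescence at 480/520 nm.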
A-T KAP1 phos: potential ataxia-telangiectasia treatment; […] A-T fibroblasts, KAP-1 phosphorylation AlphaLISA; neocarzinostatin DNA damage 30 min before lysis; Potency, µM (series often up to 57.5 µM), for the others: at the top dose activation, usual class: activators; actives 0.19% (n = 320,000); AID 485349; also: potency is read from the fitted curve at half-maximal effect; % of control where 0% means no effect; nearly all actives have a fitted effect of over 45% in size
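ATM-like activity read as KAP-1 phosphorylation via AlphaLISA donor/acceptor antibody pairs after lysis and 6 hr at 25C. Cells were ATM-null patient fibroblasts ([…], hTERT), dosed 60 min, then exposed to the DSB inducer NCS for 30 min.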
ELG1 DNA repair: inhibitors of ELG1-dependent DNA repair in HEK293T cells; HEK293T ELG1-luciferase reporter, luminescence, 16 h; DNA damage induced by 5-fluorouridine; Potency, µM (series often up to 46.1 µM), for the others: at the highest dose activity change, negative = inhibition, most hits filed as inhibitors; actives 2.3% (n = 330,000); AID 504467; also: potency is read from the fitted curve at half-maximal effect; % is scaled to controls: 0 for no effect and ±100 for the full control effect; nearly all actives have a fitted effect of over 55% in size
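Step one: seed 2,000 cells per well. Step two: pin-transfer compound or DMSO alongside 5-fluorouridine. Step three: incubate 16 hr, 37 °C, 5% CO2. Step four: add ONE-Glo, wait 30 min, read luminescence.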
BRCA1 expr act: activators of BRCA1 expression | MCF7-BRCA1-FFLuc reporter, luminescence, 48 h; response scale: scaled: vehicle 0%, 10 µM genistein 100% | actives 1.1% (n = 380,000) | AID 624202 | Potency, µM (highest dose often 46.1 µM), for the others: at the top dose activation, most hits filed as activators; also: potency is read from the fitted curve at half-maximal effect; nearly all actives have a fitted effect of over 80% in size; some results filed as inactive show a strong effect at the top dose
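MCF7 cells carrying a BRCA1-firefly luciferase reporter (2000 cells/well, phenol-red free MEM) were attached for 2 h at 37 °C, then given compounds for 48 h. Luminescence was read 15 min after luciferase reagent; activity normalized to genistein (10 microM) and DMSO.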
Integrin act MD: activates integrin-mediated alleviation for muscular dystrophy | Potency, µM (series often up to 38.3 µM), for inactives: at the top dose activation, actives largely listed as activators | alpha7betagal myoblasts, beta-gal FDG fluorescence, 48 h | actives 0.064% (n = 350,000);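 also: potency is read from the fitted curve at half-maximal effect; 100% = response of the positive control SU9516; nearly all actives have a fitted effect of over 60% in size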
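alpha7betagal+/- myoblasts (passage 13, 250/well) treated 48 h at 37C with compounds at 1:260 dilution of DMSO stock. Lysed, then beta-galactosidase activity read as FDG fluorescence (ex 480/em 540) after 30 min, with pre-read for autofluorescence.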
CXXC DNA block: MLL CXXC-DNA interaction inhibition; Q03164; MLL-CXXC / FITC-HOXA9 DNA fluorescence polarization; Potency, µM (doses to about 115 µM), for the others: at the top dose activity change, negative = inhibition, hits mostly inhibitors; actives 0.037% (n = 290,000); active = well fitted inhibition curve with a large enough effect in the polarisation, with a control signal flat, not every such curve was filed as active; inconclusive = small, poorly fitted or top-dose-only effect, or effect the other way, or a change in a side signal; inactive = no such curve, though single readings can be large or run the other way; the % refers to the polarisation; also: potency is read from the fitted curve at half-maximal effect
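Steps: dispense CXXC domain solution (7 uM) → pin compounds or unlabeled HOX-A9 DNA control → 5 min ambient → add FLSN-HOX-A9 solution (50 nM) → spin → 30 min ambient → fluorescence polarization. Tris pH 7.5/NaCl/DTT/BSA buffer.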
* hit, by the source's call; u = inconclusive; x = not tested or not shown; [ ] = dose if it differs, or a comment. Unless noted, calls follow the shape of the dose curve; as a rule, active = well fitted curve in the direction sought with a large enough effect; inconclusive = small, poorly fitted or top-dose-only effect, or another doubt; inactive = no such curve, though single readings can be large; an effect the other way counts as inactive or inconclusive.

1	CC(C(=O)Nc1ccccc1F)N1CCN(C)CC1 (stereo not given)
2	Cc1c(NC(=O)CCc2ccc(S(=O)(=O)N3CCOCC3)cc2)c(=O)n(-c2ccccc2)n1C
3	CCCCOC(=O)CCc1c(C)[nH]c(=O)c(C#N)c1C
4	C=CCn1c(CNC(=O)c2ccccc2F)nnc1SCC(=O)NC(C)c1ccccc1 (stereo not given)
5	Cc1ccc(SCc2cc(=O)c3c(=O)n(-c4ccccc4)[nH]c3[nH]2)cc1
6	NS(=O)(=O)c1ccc(CCN=C(NS(=O)(=O)c2cccs2)c2ccccc2)cc1
compound no.	1	2	3	4	5	6
PTAP TSG101 blk	x	3%	-4%	0%	-12%	1%
B2AR arrestin	0.4%	x	-0.6%	-0.6%	-0.3%	0.5%
TCR act	x	-3%	5%	-5%	3%	x
p53 reactivator	8%	x	-1%	1%	5%	1%
TRPV1 ag	-1	x	0	-1	-7	0
A-T KAP1 phos	-30%	x	7%	3%	-1%	0%
ELG1 DNA repair	2%	x	17%	-6%	1%	2%
BRCA1 expr act	x	0%	-2%	-9%	5%	-3%
Integrin act MD	x	-6%	9%	30%	23%	-26%
CXXC DNA block	-11%	x	-3%	7%	4%	4%

7	COc1ccc(C)cc1NC(=O)NNC(=O)c1cc2ccccc2cc1O
8	COc1ccc(C2CC(C(C)(C)C)=NN2c2ccc(S(N)(=O)=O)cc2)cc1 (stereo not given)
9	CC1Cc2ccccc2N1C(=O)Cn1c(=O)oc2cc(S(=O)(=O)NC3CCCC3)ccc21 (stereo not given)
10	Cc1ccc2nc(-c3cccc(NC(=O)c4ccco4)c3)[nH]c2c1
11	COC(=O)C1=CN(c2ccc(F)c(F)c2)C=C(C(=O)OC)C1c1ccc([N+](=O)[O-])cc1
12	CC(C)c1onc(C(=O)Nc2cccc(Cl)c2)c1[N+](=O)[O-]
compound no.	7	8	9	10	11	12
PTAP TSG101 blk	3%	-9%	1%	-6%	-1%	-6%
B2AR arrestin	0.3%	-0.4%	-0.5%	-0.2%	0.0%	-0.3%
TCR act	-5%	3%[46.1 µM]	-2%	5%	4%	1%
p53 reactivator	u	5%	-3%	20%	x	15%
TRPV1 ag	-2	x	3	7	2	u
A-T KAP1 phos	-1%	5%	u	6%	1%	1%
ELG1 DNA repair	-10%	8%	u	u	u	0%
BRCA1 expr act	-4%	-14%	-20%	40%	6%	39%
Integrin act MD	-18%	0%	12%	9%	13%	-21%
CXXC DNA block	u	x	4%	11%	2%	-6%

13	CC(C)CCNC(=O)C(c1ccncc1)N(CC1CCCO1)C(=O)Cn1nnc(-c2ccc(F)cc2)n1 (stereo not given)
14	COc1ccc(C2C(C#N)=C(N)SC(N)=C2C#N)cc1OC
15	O=C1C2CCCN2C(=O)N1CCCCN1CCN(c2cccc(C(F)(F)F)c2)CC1 (stereo not given)
16	CCCCC(=O)Nc1nn(CC)c2nc3c(C)cccc3cc12
17	COc1ccc(-n2ncc3c(NCC(C)C)ncnc32)cc1
18	Cc1ccc(S(=O)(=O)Nc2cc(-c3ccc(Cl)cc3)nn2C)cc1
compound no.	13	14	15	16	17	18
PTAP TSG101 blk	-2%	3%	0%	-3%	-1%	-2%
B2AR arrestin	-1.2%	0.1%	-0.7%	0.2%	0.0%	0.1%
TCR act	9%	-6%	-3%	-5%	-5%[46.1 µM]	-48%
p53 reactivator	-4%	-27%	x	-2%	u	-2%
TRPV1 ag	-5	-13	-4	u	7	1
A-T KAP1 phos	3%	-13%	16%	16%	-4%	-1%
ELG1 DNA repair	-3%	-15%	u	10%	u	-3%
BRCA1 expr act	-11%	-29%	-1%	-13%	24%	1%
Integrin act MD	2%	-2%	-8%	21%	-4%[1.53 µM]	25%
CXXC DNA block	-12%	-7%	-1%	u	-3%	0%

Part of the list above in a different format.
4) C=CCn1c(CNC(=O)c2ccccc2F)nnc1SCC(=O)NC(C)c1ccccc1 (stereo not given)
  PTAP TSG101 blk: 0%
  B2AR arrestin: -0.6%
  TCR act: -5%
  p53 reactivator: 1%
  TRPV1 ag: -1
  A-T KAP1 phos: 3%
  ELG1 DNA repair: -6%
  BRCA1 expr act: -9%
  Integrin act MD: 30%
  CXXC DNA block: 7%
5) Cc1ccc(SCc2cc(=O)c3c(=O)n(-c4ccccc4)[nH]c3[nH]2)cc1
  PTAP TSG101 blk: -12%
  B2AR arrestin: -0.3%
  TCR act: 3%
  p53 reactivator: 5%
  TRPV1 ag: -7
  A-T KAP1 phos: -1%
  ELG1 DNA repair: 1%
  BRCA1 expr act: 5%
  Integrin act MD: 23%
  CXXC DNA block: 4%

Going on with the list.
19	COc1cccc(C2=NN(C(C)=O)C(c3cccs3)C2)c1 (stereo not given)
20	COc1cc(/C=N/NC(=O)c2ccc(-n3cccc3)cc2)ccc1O
21	CCOC(=O)c1c(NC(=O)COC(=O)CCNS(=O)(=O)c2ccccc2)sc(C(=O)NC)c1C
22	S=C(NCC1CCCO1)N1CCN(c2ccc(Cl)c(Cl)c2)CC1 (stereo not given)
23	O=C(CN1CCN(Cc2ccc(F)cc2)C1=O)NCc1cccs1
24	O=C(CCS(=O)(=O)c1ccc(Cl)cc1)Oc1ccc2c(c1)OCO2
compound no.	19	20	21	22	23	24
PTAP TSG101 blk	0%	1%	-1%	-4%	2%	0%
B2AR arrestin	-0.1%	-3.1%	x	-0.3%	0.3%	0.0%
TCR act	6%	-2%[46.1 µM]	2%	-1%	0%	0%
p53 reactivator	4%	-2%	x	-3%	-7%	-2%
TRPV1 ag	21	u	x	u	x	2
A-T KAP1 phos	2%	3%	x	1%	10%	6%
ELG1 DNA repair	u	u	x	-23%	0%	-12%
BRCA1 expr act	68%	-54%	-17%	-50%	0%	-1%
Integrin act MD	5%	14%	19%	-58%[inhibitor]	7%	-4%
CXXC DNA block	0%	20%	x	-1%	-1%	17%

25	O=C(Nc1ccc(Cl)cc1)Nc1ccccn1
26	Cc1cnn(-c2cc(N/N=C/c3ccc(F)cc3)ncn2)c1
27	CN(Cc1ccc(Cl)cc1Cl)C(=O)c1cccc(S(=O)(=O)NCc2ccccc2)c1
28	Cc1cc2nc(-c3ccc(SCc4ccccn4)nc3)[nH]c2cc1C
29	CCN(CC)S(=O)(=O)c1ccc(N2CCN(C)CC2)c(NC(=O)COc2ccc(F)cc2Cl)c1
30	CC(C)NC(=S)NNc1nc2ccccc2s1
compound no.	25	26	27	28	29	30
PTAP TSG101 blk	-3%	-2%	-4%	-2%	-5%	-1%
B2AR arrestin	0.0%	0.0%	x	0.3%	-0.1%	0.1%
TCR act	4%	0%	-1%	8%	0%	2%
p53 reactivator	5%	0%	x	-9%	0%	4%
TRPV1 ag	2	-4	x	u	3	-1
A-T KAP1 phos	3%	-4%	x	-3%	2%	6%
ELG1 DNA repair	u	-3%	x	u	u	0%
BRCA1 expr act	38%	2%	-10%	35%	-44%	-4%
Integrin act MD	u	5%	5%	-5%	-42%	-9%
CXXC DNA block	1%	-1%	x	0%	x	-1%

31	O=C(O)c1ccc(C=C(c2nc3ccccc3s2)c2nc3ccccc3s2)cc1
32	Cc1cc(C(=O)COc2cccnc2[N+](=O)[O-])c(C)n1Cc1cccs1
33	CC(=O)c1ccc(N2CCN(C(=S)Nc3ccccc3)CC2)cc1
34	COC(=O)[C@H](C(C)C)n1c(C)c(C(C)=O)c(C(C)=O)c1C
35	COc1ccc(Cl)cc1NC(=O)CCS(=O)(=O)c1cc2c(cc1C)NC(=O)CO2
36	O=S(=O)(NC(=NCCc1ccc(Cl)cc1)c1ccccc1Cl)c1cccs1
37	CC(=O)Oc1ccc2oc(=O)c3c(c2c1)CCCN3C(=O)CN1CCOCC1
38	CS(=O)(=O)Nc1ccccc1C(=O)OCC(=O)N1CCC(c2ccccc2)=N1
39	N#CCCN(Cc1cccnc1)C(=O)Nc1ccc(Cl)c(Cl)c1
compound no.	31	32	33	34	35	36	37	38	39
PTAP TSG101 blk	0%	5%	0%	-3%	-1%	-4%	-6%	2%	-2%
B2AR arrestin	-0.9%	0.4%	-0.1%	-0.1%	0.5%	0.1%	-0.1%	-1.1%	0.4%
TCR act	2%	-10%	x	-1%	3%	-16%	0%	7%	2%
p53 reactivator	-9%	-11%	-1%	10%	x	-5%	7%	-7%	0%
TRPV1 ag	3	-2	9	1	4	5	-1	3	3
A-T KAP1 phos	26%	8%	7%	-5%	-15%	3%	-1%	5%	-2%
ELG1 DNA repair	-1%	6%	-4%	10%	1%	0%	4%	0%	-3%
BRCA1 expr act	-80%	-56%	4%	-7%	-3%	-10%	-10%	-11%	16%
Integrin act MD	-5%	-33%	-13%	-8%	2%	6%	0%	14%	4%
CXXC DNA block	-4%	1%	2%	5%	x	4%	10%	x	4%
